mcGAS lum = mouse cGAS inhibition by luminescence | Q8C6L5 | recombinant cGAS, Kinase-Glo ATP depletion luminescence | inhibition, % at 12.5 µM | 160,000 compounds, 0.15% hits;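 note: 0% = negative control wells and 100% = reference inhibitor with no enzyme activity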
hcGAS inh = blocks human cGAS activity; recombinant h-cGAS, ATP depletion, Kinase-Glo luminescence; inhibition, % at 12.5 µM; 290,000 compounds, 0.081% hits; AID 1259398;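 note: 0% = vehicle reaction and 100% = reaction without DNA for no activity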
Target sequence (Q8N884 whole entry, looked up): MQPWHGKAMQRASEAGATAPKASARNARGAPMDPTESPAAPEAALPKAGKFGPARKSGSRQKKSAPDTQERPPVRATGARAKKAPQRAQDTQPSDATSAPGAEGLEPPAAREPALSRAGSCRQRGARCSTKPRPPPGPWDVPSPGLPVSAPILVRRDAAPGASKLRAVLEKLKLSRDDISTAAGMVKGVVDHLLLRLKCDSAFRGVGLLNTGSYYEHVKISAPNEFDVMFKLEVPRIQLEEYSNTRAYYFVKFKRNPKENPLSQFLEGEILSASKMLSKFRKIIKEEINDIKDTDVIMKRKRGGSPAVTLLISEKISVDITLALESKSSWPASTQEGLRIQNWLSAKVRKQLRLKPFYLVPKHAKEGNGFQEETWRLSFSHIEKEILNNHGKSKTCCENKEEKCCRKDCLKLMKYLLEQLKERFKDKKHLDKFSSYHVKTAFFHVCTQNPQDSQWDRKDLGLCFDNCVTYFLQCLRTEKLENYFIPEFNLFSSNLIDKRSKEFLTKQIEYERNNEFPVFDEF
NPYLR7 agonist = activates Aedes aegypti NPYLR7 receptor | activation, % at 10 µM | HEK293T NPYLR7/Galpha15, GCaMP6s calcium fluorescence | AID 1259423 | 270,000 compounds, 0.15% hits; in the data active = activation above about 40%;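 note: 0% = vehicle and 100% = reference agonist at the receptor; some compounds past the cut are filed as inactive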
An asterisk follows results filed as active; · = not tested or not shown; & = joins results of further samples. Cut-off read from the data, not from the text of the source, unless noted: active = inhibition above about 40%; inactive = the rest.

No.	Compound	mcGAS lum	hcGAS inh	NPYLR7 agonist
1	CNC(=O)Cc1noc(-c2cnn(-c3ccccc3)n2)n1	·	-7	0
2	Cc1ccc(S(=O)(=O)N=C(Nc2nc(C)cc(C)n2)Nc2ccccc2C)cc1	·	-1	-2
3	CCCNC(=O)N1CCN(c2ccc(Cl)cc2C)C(=O)C1C (centres undefined)	-5	-5	0
4	COc1cccc(CN(C)S(=O)(=O)N2CCCCC2C(=O)O)c1 (centres undefined)	-17	-18	2
5	CN(c1ccc(O)cc1)c1nc(-c2cccs2)cs1	·	-6	0
6	CCCCNC(=O)Nc1ccc(N2CCC(Cc3ccccc3)CC2)c(C(=O)NCCCOCC)c1	-4	-4	8
7	O=C(CN(Cc1nccn1C(F)F)C1CC1)Nc1ccccc1N1CCCC1=O	·	-2	-2
8	C[C@H](NC(=O)c1ccc2nc(-c3ccccc3)c(-c3ccccc3)nc2c1)[C@H](O)c1ccccc1	·	-4	-7
9	CCOc1ccc(-c2csc(-n3nc(C)cc3NC(=O)c3cc(=O)c4ccccc4o3)n2)cc1	-6	0	-3
10	COc1ccccc1C(=O)N1CCCC(OCc2ccc(C)cc2)C1 (centres undefined)	1	2	-10
11	Fc1ccc(CNCc2cccnc2N2CCOCC2)cc1F	·	-9	0
12	CC(C)C(NC(=O)CN1C[C@@H](C)O[C@@H](C)C1)c1nccn1C (some centres undefined)	·	-7	-4
13	CN(C)CCNC(=O)c1cc2n(n1)CCCN(S(C)(=O)=O)C2	-11	-8	2
14	COC(=O)c1ccc(C)c(NC(=O)c2cc(-c3ccccc3)on2)c1	·	-6	8
15	Cc1cn2c3c(=O)n(Cc4cccc(Cl)c4)c(=O)n(C)c3nc2n1C1CCCC1	1	14	2
16	Cc1ccc2nc(Cl)nc(-c3ccccc3)c2c1	-5	0	-6
17	C=CCn1c(=O)c2c(nc3n(-c4ccc(OC)cc4OC)c(C)c(C)n23)n(C)c1=O	·	-4	-7
18	CN(C)CCN1C(=O)C(=O)C(=C(O)c2ccc(F)cc2)C1c1ccccc1F (centres undefined)	-6	-6	-2
19	CC(C)CCNC(=O)c1ccccc1SCC(=O)N(C)C	·	-1	-2
20	CCOc1ccc(Cl)cc1CSc1nnc(CC)n1N	·	-2	-16
21	Cc1ccc(NC(=O)CNc2cccc(C#N)c2)c(F)c1	·	-11	-8
22	CCOCCCNC(=O)c1cc(NC(=O)Nc2ccc(Cl)c(Cl)c2)ccc1N1CCCC1	-3	0	·
23	COc1ccc(Nc2nc(-c3ccc(Cl)cc3)nc3cc(Cl)ccc23)cc1	0	1	-6
24	Cc1ccc(-n2nc3c(c2NC(=O)Cc2cccs2)CSC3)cc1C	·	-2	0
25	CCn1cc(/C=C/C(=O)Nc2ccc(Cn3nc(C)c(Br)c3C)cc2)cn1	·	2	2
26	COCc1cc(N2CCN(c3ccccc3F)CC2)nc(SCc2ccc(C(=O)NCc3ccncc3)o2)n1	-3	-1	·
27	CCc1ccc(S(=O)(=O)c2ccc(-n3nc(C)cc3N)cc2)cc1	·	-8	1
28	COC(=O)c1ccc(N=Cc2nc(-c3cc(Cl)ccc3OC)oc2O)cc1	1	3	-18
29	Cc1cc(-n2nc(N)nc2N)n2ncnc2n1	·	-1	-8
30	COc1ccccc1-c1cc(C(=O)NC(C)c2cnn(-c3ccccn3)c2C)[nH]n1 (centres undefined)	-11	-10&-6	5&6
31	O=C(c1n[nH]c2c1CCC2)N1C[C@@H]2[C@@H]3CC[C@@H](C3)[C@@H]2C1	-3	5	·
32	O=C(O)COc1cc(Br)c(Br)c(Br)c1O	·	26	5
33	CCN(CC)c1onc(-c2ccc(F)cc2)c1CN(CCOC)C(C)=O	-6	-4	15
34	Cc1nn(-c2ccccc2)c2nc3cccc(=O)n3c(-c3ccc(Cl)cc3)c12	·	-9	4
35	C=CCn1c(SCC(=O)Nc2ccc(OCC)cc2)nc2sc(C)c(C)c2c1=O	-7	-5	-3
36	CCOC(=O)C(N)CSc1nc(-c2cnn(C)c2)cc(C(F)(F)F)n1 (centres undefined)	·	-1	0
37	COc1ccc(C2c3ccsc3CCN2CC(=O)N2CCN(C(=O)NC(C)(C)C)C(C)C2)cc1 (centres undefined)	-5	-4	7
38	Fc1ccc2c(c1)C(=NNc1nncc3ccccc13)CCS2	·	-8	0
39	CCc1cc(N2CCCC2C(=O)N(C)C)nc(CN2CCCC2C(=O)N(C)C)n1 (centres undefined)	·	-9	5
40	Cc1[nH]ncc1C(=O)Nc1cccc(Cl)c1O	·	-6	0
41	COc1ccccc1O	·	-3	-2
42	Cc1ccc(C)c(C2=NN(C(=O)CN3CCOCC3)C(c3ccccc3Cl)C2)c1 (centres undefined)	-4	-7	19
43	C[C@@]12CO[C@H](c3ccccc3)C[C@@H]1C[C@H](N1CCN(C(=O)c3ccco3)CC1)C2	-6	-2	3
44	O=C(O)c1ccccc1C1CCN(Cc2ccccc2-n2cccn2)C1 (centres undefined)	·	-3	-4
45	CN(C)c1nc(N)nc(CSc2nnnn2-c2ccc(F)cc2)n1	·	-6	0
46	O=C(NCC1CCCO1)c1ccc(-c2cc(-c3ccc(Cl)cc3Cl)[nH]n2)cc1 (centres undefined)	-7	-7	-3
47	Cc1nc(CCN)cc(N(C)CC2(C)CCN(C)C2)n1 (centres undefined)	-4	-4	·
48	CC(NC(=O)CSCc1ccccc1Cl)c1nncn1C (centres undefined)	-15	-3	4
49	Cn1cnc2c1c(=O)n(CC(=O)NC13CC4CC(CC(C4)C1)C3)c(=O)n2C	·	-7	29
50	Cc1nnc(-c2cccc(NC(=O)C3CCCCN3C(=O)c3cccs3)c2)s1 (centres undefined)	·	-8	5

Additional results.
No.	Compound	mcGAS lum	hcGAS inh	NPYLR7 agonist
51	N#Cc1c(NC(=O)Cn2ncc(Cl)c(Cl)c2=O)sc2c1CCC2	·	9	5
52	CCCc1cc(-c2ccnc3[nH]ccc23)nc(C)n1	-15	-1	12
53	COC(=O)CSc1nc2scc(-c3ccc(F)cc3)c2c(=O)[nH]1	-8	-7	1
54	Cc1ccc(S(=O)(=O)Nc2cccc3cccnc23)c(C)c1	·	-3	2
55	CC(C)CCC(=O)N1CCC(N2CCC(C(=O)NCc3ccccn3)CC2)CC1	·	-3	4
56	CC(=O)Nc1ccc(Nc2nnc(Cc3ccc(C)cc3)c(=O)[nH]2)cc1	·	-3	9
57	CCOC(=O)c1c(NC(=O)c2ccno2)c(-c2cccc(F)c2)cn1C	1	7	7
58	CCN(CC)CCNc1ncnc2sc3c(c12)CCC(C)C3 (centres undefined)	-3	-9	1
59	CCN(CC)C(=O)Oc1ccc2c(ccn2Cc2cccc(C(F)(F)F)c2)c1-c1ccc(OC)cc1	·	-5	28
60	Cc1ccc(NC(=O)N(CC(=O)N(Cc2cccn2Cc2ccc(Br)cc2)C2CCCCC2)C(C)C)cc1	-5	-6	-5
61	Cc1cc(C(=O)Cn2cc(S(=O)(=O)N3CCCC3)ccc2=O)c(C)n1C1CC1	-7	-11	-1
62	COC(=O)c1ccc(NC(=O)c2cn(-c3ccccc3)nn2)s1	·	-3	-1
63	C#CCNC(=O)c1cc(N2CCN(c3cccc(C(F)(F)F)c3)CC2)nc2ccccc12	-6	-5	5
64	CCN(C)CC(C)CNc1nc(C)nc2c1CCNCC2 (centres undefined)	-7	-13	·
65	CCN(CC)c1ccc(NC(=S)NC(C)C)cc1	·	-3	1
66	CC1=CC(=NNC(=O)c2cccc(S(=O)(=O)N3CCOCC3)c2)CC1	·	-11	3
67	Cc1cccc(-c2c(-c3ccccc3)ncn2CCc2cn[nH]c2)c1C	-19	-1	-4
68	COc1ccccc1C1C2=C(CC(C)(C)CC2=O)OC2(O)CC(C)(C)CC(=O)C12 (centres undefined)	·	0	-2
69	COc1ccccc1OCC(=O)N=Nc1c(O)[nH]c2c(Br)cc(C)cc12	0	0	-4
70	COc1ccc(Cl)cc1NC(=O)N1CCCC(CO)(Cc2ccccc2C)C1 (centres undefined)	-4	-1	8
71	Cc1nn(Cc2cc(=O)n3ccsc3n2)c(C)c1[N+](=O)[O-]	-6	-9	-1
72	COC(=O)c1[nH]ncc1CN(C)CC1Cc2ccccc2CN1C (centres undefined)	-9	-4	6
73	CCOC(=O)[C@@H](NC(=O)CC(C)n1cccc1)C(C)(C)C (some centres undefined)	·	-8	4
74	Cc1ccc(NC(=O)CC(=O)NCCc2sccc2C)cc1	·	-4	13
75	Cc1nc2cc(C(F)(F)F)ccc2n1C1CCN(C(=O)C(C)(C)C)CC1	-4	-1	2

Values by screen from the list.
hcGAS inh, compounds 69 to 73 → 0, -1, -9, -4, -8

(continued)
No.	Compound	mcGAS lum	hcGAS inh	NPYLR7 agonist
76	CC(C)N(Cc1cn(C)nc1-c1cccc(Cl)c1)Cc1nccn1C	-1	3	-2
77	CCn1nnnc1-c1ccc(OC)c(S(=O)(=O)NCCc2ccccc2)c1	·	-6	3
78	Cc1ccccc1CNc1nncc(-c2ccccc2)n1	-3	1	-1
79	CC1C(C)S(=O)CCN1C(=O)Cc1ccc(Br)cc1 (centres undefined)	·	0	3
80	CC(NC(=O)c1ccc(=O)[nH]c1)c1nc(C(C)(C)C)cs1 (centres undefined)	·	-3	-5
81	CC(=O)C(C)n1c(=O)c2c(nc3n(-c4ccccc4)c(C)cn23)n(C)c1=O (centres undefined)	·	3	11
82	Cc1cc(-c2ccccc2)nc2c1C(=O)CC(C)(C)C2	·	5	-5
83	CCC(=O)Nc1ccc(-n2nc(OCC(C)C)nc2-c2ccccc2F)cc1	-6	-6	-4
84	Cc1ccc(S(=O)(=O)Nc2ccc(Nc3ccc(-n4ccc(C)n4)nn3)cc2)c(C)c1	-10	-5	-3
85	CCN(CC)C(=O)CSc1nc2ccccc2c(=O)n1-c1cc(C)ccn1	·	4	-7
86	CC(=O)c1cccc(-n2c(CCC(=O)O)ccc2-c2ccc(C)cc2)c1	·	2	-10
87	C=CCOCC(O)CN(CCN1CCOCC1)Cc1ccc(C)o1 (centres undefined)	-6	-7	1
88	O=C(CNS(=O)(=O)c1cc(F)cc(F)c1)NC1CC1	·	-9	4
89	CN(C)c1nc(N)nc(CSCc2ccc(F)cc2Cl)n1	·	1	-10
90	Cc1n[nH]c(C)c1Sc1ccccc1NC(=O)CC1NC(=O)NC1=O (centres undefined)	·	-8	-2
91	COc1cccc(NC(=O)Nc2ccc(N3CCC(C)CC3)c(C(=O)NCc3ccccc3)c2)c1	-2	2	-3
92	N#Cc1cccc(C(=O)N2CCOC(COc3cccc(C(F)(F)F)c3)C2)c1 (centres undefined)	-7	-4	4
93	CN(c1cccc(O)c1)S(=O)(=O)c1cc(Cl)sc1Cl	0	1	2
94	COc1cccc(-c2cc(CNC(=O)c3cc4n(n3)CCCN(C)C4)on2)c1	-18	-1	8
95	CC(C)N1CCN(C(=O)c2cc(NC(=O)c3ccccc3)cc3ncn(C4CCCC4)c23)CC1	-9	-6	38
96	Clc1ccccc1CNCc1ccc(C2OCCO2)cc1	·	-13	1
97	COc1cccc(Cn2c(C(=O)N3CCN(C(=O)NC4CCCCC4)C(C)C3)cc3ccsc32)c1 (centres undefined)	-7	-5	27
98	Cc1cc(C)c(S(=O)(=O)NCCCC(=O)O)cc1N(C)S(=O)(=O)c1ccccc1	-8	-6	-10
99	Cn1cc(CCC(=O)NCc2nnc(-c3ccc(Cl)cc3)o2)cn1	-15	-9	0
100	N[C@@H]1CC[C@@H](NS(=O)(=O)c2c(Cl)nc3sccn23)C1	·	-6	3

Part of the list above, reduced to hcGAS inh and NPYLR7 agonist:
| no. | molecule | hcGAS inh | NPYLR7 agonist |
| --- | --- | --- | --- |
| 57 | CCOC(=O)c1c(NC(=O)c2ccno2)c(-c2cccc(F)c2)cn1C | 7 | 7 |
| 58 | CCN(CC)CCNc1ncnc2sc3c(c12)CCC(C)C3 (centres undefined) | -9 | 1 |
| 59 | CCN(CC)C(=O)Oc1ccc2c(ccn2Cc2cccc(C(F)(F)F)c2)c1-c1ccc(OC)cc1 | -5 | 28 |
| 60 | Cc1ccc(NC(=O)N(CC(=O)N(Cc2cccn2Cc2ccc(Br)cc2)C2CCCCC2)C(C)C)cc1 | -6 | -5 |
| 61 | Cc1cc(C(=O)Cn2cc(S(=O)(=O)N3CCCC3)ccc2=O)c(C)n1C1CC1 | -11 | -1 |
| 62 | COC(=O)c1ccc(NC(=O)c2cn(-c3ccccc3)nn2)s1 | -3 | -1 |
| 63 | C#CCNC(=O)c1cc(N2CCN(c3cccc(C(F)(F)F)c3)CC2)nc2ccccc12 | -5 | 5 |

Carrying on.
No.	Compound	mcGAS lum	hcGAS inh	NPYLR7 agonist
101	O=C(c1ccc(Oc2ccccc2)o1)N1CC(c2cccnc2)C1	·	-4	0
102	CCOC(=O)c1c(SCC(=O)c2ccc(Cl)cc2)nc(=O)[nH]c1C	-8	-7	6
103	Cc1cccn2c(=O)c(C=Nc3cccc(Cl)c3)c(NCc3ccco3)nc12	-7	-3	-3
104	CCOc1ccc2nc(N(Cc3ccccn3)C(=O)c3ccn(C)n3)sc2c1	-10	-6	·
105	O=C(CSCC(=O)N1CCN(S(=O)(=O)c2ccc(F)cc2)CC1)Nc1ccccc1F	-7	-6	3
106	CCCN1CCC(Cc2noc([C@H]3[C@@H]4C=C[C@@]5(CN(C)C(=O)[C@@H]35)O4)n2)CC1	·	-3	-2
107	CCc1nc(-c2nccn2CCCn2ccnc2)c(C)[nH]1	-2	-2	-4
108	COc1ccc(OC)c(-c2nc3ccc(Br)cn3c2NC2CCCCC2)c1	-6	-6	-4
109	CCOC(=O)c1[nH]c(COC(=O)Cc2ccsc2)c(C(=O)OCC)c1C	-4	-3	3
110	CCC(CO)(CO)NCc1csc(-c2cccs2)n1	·	-6	4
111	Cc1cn2c3c(=O)[nH]c(=O)n(C)c3nc2n1CC(C)C	·	-5	5
112	N#Cc1c(Cl)nsc1NCc1cccc(C(=O)N2CCCCC2)c1	-7	-12	8
113	Cc1ccc(C)c(Cc2c(C)nc(-c3ccccc3)nc2N2CCN(C(=O)c3ccccc3Cl)CC2)c1	-5	-15	17
114	C=Cc1ccc(Cn2c(C)c(C(=O)NCc3ccc([N+](=O)[O-])cc3)sc2=O)cc1	·	-2	-2

Screens as filed in PubChem.
